From PubChem
SSB-PriA inh: K. pneumoniae PriA-SSBct interaction inhibition. AlphaScreen SSBct-PriA binding, biotinylated peptide. inhibition, % at 33 µM. 0.6% of 430,000 active. AID 1272365; in the data active means inhibition mostly above about 37%, no sharp cut-off; inactive means mostly below about 20%;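 further: plate controls were negative control peptide for no effect and reference peptide for full effect; strong numbers were not always called active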
Active calls of the source: *; & = joins results of further samples. Not all compounds are listed; rates above refer to the full screens.

SMILES	SSB-PriA inh
O=C(Nc1ccc(F)cc1F)C1(c2cccs2)CCCC1	-30.0
O=C1c2ccccc2C(=O)c2c(OCC(F)(F)C(F)F)cccc21	9.0
Cn1nc(C(=O)NCCc2csc(-n3cccn3)n2)ccc1=O	-22.0
Cc1ccccc1COc1cn(CC(=O)NCCc2ccccc2)c(C)cc1=O	-9.0
O=C(NN=Cc1c(O)n(CCc2ccc(F)cc2)c(=O)[nH]c1=O)c1ccccc1	-7.3
CCOc1ccc(C(=O)N(c2ccc(F)cc2)[C@@H]2C=CS(=O)(=O)C2)cc1OCC	-9.0
Oc1cccc(Nc2nc(N3CCOCC3)c3ccccc3n2)c1	-7.0
COc1ccc(OC)c(S(=O)(=O)Nc2ccc(-c3cn4cccc(C)c4n3)cc2)c1	7.0
COc1ccccc1C(=O)N1C(=O)c2cccc3c(S(=O)(=O)N(C)C)ccc1c23	2.0
CC(CC(=O)Nc1ccc(Cl)c(Cl)c1)=NNC(N)=S	-1.9
CCN1C(=O)C(C)(C)COc2ccc(NC(=O)OCc3ccccc3)cc21	15.0
COC(=O)c1ccc(=O)[nH]n1	-14.0&21.0
Cc1nnc(SCC(=O)NN=Cc2cc(Cl)c(O)c(Cl)c2)s1	-9.8
CSc1cccc(NC(=O)Cn2c(=O)n(CC(=O)NCCc3ccccc3)c(=O)c3ccccc32)c1	-25.0&1.0
CCCCCCCNS(=O)(=O)c1ccc(OC)cc1	-17.0
CN=c1scc(-c2cccs2)n1N=Cc1ccccc1O	0.9
O=C(Cn1cnc2ccccc21)N1CC(S(=O)(=O)c2ccc(Cl)cc2)C1	-17.0
CCc1cccc(C)c1NC(=O)Cn1nc(-c2ccccc2)c2sc(N3CCOCC3)nc2c1=O	-9.0
Cc1ccc(C(=O)NN=Cc2ccc(Br)o2)o1	6.0
CS(=O)(=O)c1ccc(Nc2nc(C(=O)NCc3cccnc3)cs2)cc1	-5.0
O=C(Cc1cccs1)NN=Cc1ccc(O)cc1	2.5
Cc1csc(NC(=O)c2cnc3sccn3c2=O)n1	2.0
O=S(=O)(NCC1(O)CCOc2ccccc21)c1cccc2ccccc12 (stereo not given)	0.0
COc1ncccc1C(=O)Nc1cnn(C2CCOC2)c1 (stereo not given)	-16.0
CN1CCN(n2c3c(c(SCC(=O)N4CCc5ccccc54)nc2=O)CCC3)CC1	1.0&3.0
O=C(NCC1(O)CCc2ccccc21)C1CC=CCC1 (stereo not given)	-4.0
Cc1nc(C)c(C(=O)NC2CCC(Oc3ccccn3)CC2)s1 (stereo not given)	-10.0
Cc1ccc(C(=O)NCCOc2ccccc2)cc1[N+](=O)[O-]	-11.0
CCN(CC)CC#CCNC(=O)c1ccccc1Oc1ccccc1	-6.0
CC(C)c1cc(=O)n2c(n1)SCC2CC(=O)Nc1ccc(F)c(Cl)c1 (stereo not given)	-2.0
CCOC(=O)C1CCN(c2c([N+](=O)[O-])c(=O)n(C)c3ccccc23)CC1	7.0
Cc1nc(NC(=O)CN(C)c2nc3c(Cl)cccc3s2)sc1C	-17.0
O=C(CN1C(=O)CCC1=O)Nc1sccc1-c1nc2ccccc2s1	-5.0
COc1ccc(S(=O)(=O)N2CC[C@H](c3ccccc3)C2)c(C)c1	-8.0
Cc1cccn2c(=O)c(C=NCc3ccco3)c(N3CCCCC3)nc12	0.0
O=S(=O)(/C=C/c1ccccc1)N1CCC(c2ccsc2)CC1	-17.0

Two of the compounds above, field by field:
O=C(CN1C(=O)CCC1=O)Nc1sccc1-c1nc2ccccc2s1
  SSB-PriA inh: -5.0
COc1ccc(S(=O)(=O)N2CC[C@H](c3ccccc3)C2)c(C)c1
  SSB-PriA inh: -8.0

(further entries)
SMILES	SSB-PriA inh
Cc1ccc(-c2nc(SCCCN3C(=O)c4cccc5cccc(c45)C3=O)n[nH]2)cc1	-5.0
O=C(CSc1nnc2n(Cc3cccs3)c(=O)c3sccc3n12)Nc1ccc2c(c1)OCO2	8.0
CN(CC(=O)NCc1ccccc1OC(F)(F)F)c1nc2c(F)cccc2s1	-9.0
O=C(Cn1cnc2ccccc21)NN=Cc1cccs1	-4.2
CCNC(=O)C(=O)NCCc1ccc2c(c1)CCCN2CC	57.5
O=C(CCSc1ccccc1)Nc1cccc(NC(=O)CCSc2ccccc2)c1	-16.0
CCCc1nc2ccccc2c(=O)n1N=Cc1c(C)[nH]n(-c2ccc(C)cc2)c1=O	1.6
COc1ccc(OC)c(Nc2nc(CC(=O)NCCC3=CCCCC3)cs2)c1	22.0*
CCOc1cc(C(=O)OCn2nnc3ccccc3c2=O)cc(OCC)c1OCC	-13.0
Cc1cccc(NCC(=O)NN=Cc2ccc(Br)cc2)c1	6.9
CCCN(CCC)C(=O)Cc1csc2nc(-c3ccccc3)cn12	-16.0
CC(C)C(=O)N1CCc2ccc(NS(=O)(=O)CCc3ccccc3)cc2C1	15.0

Entries shown so far with an aryl thioether with sulfur outside any ring:
SMILES	SSB-PriA inh
Cc1nnc(SCC(=O)NN=Cc2cc(Cl)c(O)c(Cl)c2)s1	-9.8
CSc1cccc(NC(=O)Cn2c(=O)n(CC(=O)NCCc3ccccc3)c(=O)c3ccccc32)c1	-25.0&1.0
CN1CCN(n2c3c(c(SCC(=O)N4CCc5ccccc54)nc2=O)CCC3)CC1	1.0&3.0
Cc1ccc(-c2nc(SCCCN3C(=O)c4cccc5cccc(c45)C3=O)n[nH]2)cc1	-5.0
O=C(CSc1nnc2n(Cc3cccs3)c(=O)c3sccc3n12)Nc1ccc2c(c1)OCO2	8.0
O=C(CCSc1ccccc1)Nc1cccc(NC(=O)CCSc2ccccc2)c1	-16.0

Continued:
SMILES	SSB-PriA inh
O=S(=O)(NC1(c2nc(-c3cnccn3)no2)CCCCC1)c1ccc2c(c1)OCCO2	-6.0
Cn1cccc1-c1cc(C(=O)NN=Cc2ccccc2Cl)[nH]n1	39.9*
O=C(CSc1nccn2nc(-c3ccc(Cl)cc3)cc12)NC1CCCC1	2.0
CC(C)N1CCc2c(sc(NC(=O)c3ccc(S(C)(=O)=O)cc3)c2C(N)=O)C1	5.0
O/N=C\c1cn(CC(O)Cn2cnc3ccccc32)c2ccccc12 (stereo not given)	9.0
Cc1nc(N2CCC(NC(=O)c3cc(=O)[nH]c4ccccc34)CC2)cc(C(F)(F)F)n1	-2.0
Clc1cccc(Cl)c1Nc1nc(-c2ccc(-c3ccccc3)cc2)cs1	29.0
Cc1ccc2cc3c(nc2c1)N(N)CC3	-13.0
N#Cc1ccccc1S(=O)(=O)NCCSC1CCOCC1	11.0
CCCCOc1ccc(C(=O)Nc2ccc3c(c2)N(C(=O)C2CC2)CC3)cc1	8.0
O=S(=O)(NCCOc1ccc(-c2ccco2)nn1)c1ccc2c(c1)OCCO2	10.0
O=C(NCC1CCN(Cc2cccs2)CC1)C(=O)Nc1ccc(OC(F)(F)F)cc1	1.0
CCS(=O)(=O)c1ccc(C(=O)N2CCN(c3nc4ccc(Br)cc4s3)CC2)cc1	-10.0
Cc1ccccc1-c1noc(CSc2nc3ccccc3c(=O)n2-c2ccc(F)cc2)n1	-6.0
O=S(=O)(N=C(Nc1cccc2ccccc12)c1ccccc1)c1cccs1	17.4
CC(CC(=O)Nc1cccc(Cl)c1Cl)=NNC(=O)c1ccccc1N	-3.7
COC(=O)N=C(Cc1ccc(OC)cc1)c1ccc(OC)cc1	-15.7
COC(=O)c1ccc(C(=O)OC)c(NC(=O)CSc2nc(C)nc3sc4c(c23)CCCC4)c1	-15.0
CCOc1cc(S(=O)(=O)N2CCN=C2c2ccccc2)ccc1F	-21.0
CCCN1CCCc2cc(CCNC(=O)CCC3CCCC3)ccc21	63.0*
Cc1ccc(C(=O)Nc2nn[nH]n2)cc1S(=O)(=O)N1CCCCC1	-3.0
COc1ccc2[nH]cc(CCNC(=O)c3cc4c(=O)[nH]c(C)cn4n3)c2c1	-9.0
CCc1ccc(S(=O)(=O)Oc2ccc(OCc3ccccc3)cc2)cc1	-31.0
Cc1cc(-c2nnc(NC(=O)c3sc4ccccc4c3Cl)o2)nn1C	-5.0
O=C(CSC1=NS(=O)(=O)c2cc(F)ccc2N1)N1CCc2ccccc21	-6.0
Cc1cc(=O)n2c(-c3ccc(NS(=O)(=O)c4ccc(C)s4)cc3)csc2n1	-5.0
CC(=NNC(=O)c1ccc(C)s1)c1cccc(NC(=O)COc2ccc(Cl)cc2C)c1	-18.7
Cc1cc(C(=O)Nc2ccc3c(c2)OCC(C)(C)C(=O)N3C)c(C)o1	-10.0
O=C(Cc1cn(Cc2ccccc2)c2ccccc12)NCC1CCCO1 (stereo not given)	-16.0
CC(C)Sc1ccc2nn(CC(=O)Nc3ccc4c(c3)OCO4)c(=O)n2n1	-17.0
FC(F)(F)c1ccc(CN2CCCC(c3nc4ccccc4[nH]3)C2)cc1 (stereo not given)	5.0
O=C(NCC(=O)N1CCS[C@H](c2ccccc2Cl)CC1)c1ccccc1	2.0
CSc1ccccc1C(=O)Nc1c2c(nn1CC(=O)NCc1ccccc1)CSC2	-8.0
Cc1nc2c(C)cccn2c(=O)c1NC(=O)C(c1ccccc1)c1ccccc1	-11.0
S=C(NCc1ccco1)NN=Cc1ccccc1Cl	2.7
NC(=S)NN=Cc1c(OCc2ccccc2Cl)ccc2ccccc12	-9.4
O=C(C=NO)NCCCN1CCOCC1	-10.6
CCN(CC)c1ccc(C=NCCc2ccccc2)c(O)c1	9.0
O=C(CCc1cccc(Cl)c1)N1CCC(N2CCC[C@@H]2COCc2ccccc2)CC1	-10.0
COc1cccc(C(=O)Nc2cc(N3CCCCC3)ncn2)c1OC	-5.0
Nc1[nH]c(=S)[nH]c(=O)c1NC(=O)c1cccs1	-8.0
Cc1ccccc1NN=Cc1ccc(N2CCOCC2)cc1	7.8
O=C(Nc1ccc2sccc2c1)c1ccc(N2C(=O)CCC2=O)cc1	-11.0
Cc1nc(N2CCC(NC(=O)c3ccsc3)CC2)cc(C(F)(F)F)n1	-4.0
CC1(C)COc2cc(NS(=O)(=O)Cc3cccc(Cl)c3)ccc2NC1=O	6.0&8.0
CCS(=O)(=O)c1cccc(C(=O)Nc2cc(C)nn2-c2nc3ccc(F)cc3s2)c1	-5.0
O=C(NCC[C@H](O)c1ccc2c(c1)OCO2)c1ccccc1C(F)(F)F	-15.0
COc1ccc(Cl)cc1C(=O)NCC(c1ccco1)N1CCc2ccccc2C1 (stereo not given)	-1.0
Cc1cc(C(=O)NCCn2ncc3c(N4CCN(Cc5ccccc5)CC4)ncnc32)no1	-4.0
Cc1cc(OC2CCN(S(=O)(=O)Cc3ccccc3)C2)cc(=O)o1 (stereo not given)	-4.0
Cc1ccc2nc(C)c(=NO)c(C)nc2c1	-20.1
CCOc1ccc2nc(N(CCCn3ccnc3)C(=O)c3cccs3)sc2c1	40.0*
Cc1nn(S(=O)c2ccc3ccccc3c2)c(C)c1Sc1ccc(Cl)cc1 (stereo not given)	-3.0
NS(=O)(=O)c1ccc(CCNC(=O)NC2CC(=O)N(c3ccc4c(c3)OCCO4)C2)cc1 (stereo not given)	-8.0&-15.0
O=C(C1CCN(c2ccc(-n3cccn3)nn2)CC1)N1CCN(c2cccc(C(F)(F)F)c2)CC1	2.0
COc1cccc(C=Nn2c(COc3ccccc3)n[nH]c2=S)c1	3.0
COc1c2ccc(C(=O)NC3CC4CCC(C3)N4S(C)(=O)=O)cc2nn1C (stereo not given)	13.0
Cc1nc(-c2ccccc2)sc1C(=O)NCCn1ncccc1=O	-4.0
COc1ccc(S(=O)(=O)NCCCn2ccnc2-c2ccccc2)cc1Cl	-10.0
Cc1cc(NC(=O)c2ccc(C(C)(C)C)cc2)n(-c2nc3c(cnn3-c3ccc(F)cc3)c(=O)[nH]2)n1	0.0

Further structures.
SMILES	SSB-PriA inh
COc1ccccc1C=NNc1cn[nH]c(=O)c1Cl	3.0
COc1ccc2nc(-c3ccc(Cl)c(NC(=O)c4ccccc4C(F)(F)F)c3)cn2n1	-13.0
O=C(NCc1cccnc1)C(=O)Nc1ccc2c(c1)OCCO2	-3.0
O=c1c2scc(-c3cccc(Cl)c3)c2ncn1Cc1cc(=O)n2ccccc2n1	8.0
Cc1ccccc1-n1ncc2c(C3CC3)nn(CC(=O)NC3CCCC3)c(=O)c21	-7.0
O=C(COCC(=O)NN=Cc1ccccc1F)NN=Cc1ccccc1F	-33.4
CCOC(=O)COc1cccc2c(=O)n(CC(=O)Nc3ccccc3C(F)(F)F)ccc12	1.0
Fc1ccc2onc(C3CCNCC3)c2c1	-15.0
COc1ccc(CCNC(=O)Nc2ccccc2-c2ccc(=O)n(C)n2)cc1	-13.0
CN(C)c1ccc(CCNC(=O)CCc2ccccc2)cc1	-4.0
Cc1csc(NC(=O)Cn2nc(C)ccc2=O)n1	-7.0
COc1ccc2ccccc2c1C1NC(=O)N(Cc2ccccc2)C(C)=C1C(=O)OC(C)C (stereo not given)	21.0

Reformatted: entries from further up
structure | SSB-PriA inh
O=c1c2scc(-c3cccc(Cl)c3)c2ncn1Cc1cc(=O)n2ccccc2n1 | 8.0
Cc1ccccc1-n1ncc2c(C3CC3)nn(CC(=O)NC3CCCC3)c(=O)c21 | -7.0
O=C(COCC(=O)NN=Cc1ccccc1F)NN=Cc1ccccc1F | -33.4
CCOC(=O)COc1cccc2c(=O)n(CC(=O)Nc3ccccc3C(F)(F)F)ccc12 | 1.0

Next results follow.
SMILES	SSB-PriA inh
O=C(COc1ccc(F)cc1)Nc1ccc2c(c1)CN(C(=O)c1ccco1)CC2	-2.0&4.0
CCCCN1C(=O)CCc2cc(NC(=O)Cc3cccc4ccccc34)ccc21	19.0
O=C(CN1CCN(CC(O)C2CC2)CC1)N1CCc2ccccc21 (stereo not given)	-2.0
Cc1ccc(-n2nnc(C(=O)OCc3ccc(Cl)cc3)c2C)cc1F	-29.0
C=CCN1CC(c2nc3ccccc3n2Cc2c(Cl)cccc2Cl)CC1=O (stereo not given)	-5.0
Cc1cc(C(=O)NCc2cc(-c3cccs3)n(C3CCCC3)n2)no1	-6.0
O=C(Nc1ccc(Cl)cc1)N1CCCC(c2nnc(Cc3ccc(F)cc3)o2)C1 (stereo not given)	-2.0
Cc1csc(NC(=O)CSc2ncnc3c2cnn3-c2cccc(Cl)c2)n1	-13.0
O=C(CN1C(=O)CCC1=O)NCC1(O)CCOc2ccccc21 (stereo not given)	-1.0
Cc1c(C(=O)OCc2ccccc2Cl)nnn1-c1ccc(Cl)cc1	-12.0
O=C(NCCOc1ccc(-c2ccco2)nn1)c1ccc(Cl)cc1Cl	-5.0
CS(=O)(=O)N1CCCCC1C(=O)Nc1nc(-c2ccc(F)cc2)cs1 (stereo not given)	3.0
O=C(NCCOc1ccc(F)cc1)c1ccc(Cn2ccnc2)cc1	2.0
